# ABCB1 inh – inhibitors of human ABCB1 transporter, ABCG2 counter-screen. P08183. inhibition, % at 6.6 µM. CCRF-Adr cells, JC-1 efflux, flow cytometry. 0.067% of 190,000 active; in the data active = inhibition above about 40%;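 note: 0% = vehicle and 100% = reference inhibitor; higher value means more JC-1 retained so stronger ABCB1 efflux block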
# Bcl-2 Bim block – human Bim-Bcl-2 interaction inhibition | P10415 | Bead-based flow cytometry, Bim peptide-Bcl-2 binding | 0.06% of 190,000 active | AID 950 | inhibition, % at 10 µM; in the data active = inhibition above about 40%; inconclusive = no clear call, values can overlap the other calls;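 note: 0% = no compound wells with probe peptide and 100% = reference peptide inhibitor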
# Bcl-XL Bim block – inhibitors of Bim-Bcl-XL interaction, human; Q07817; Bim peptide-Bcl-XL binding, bead flow cytometry, fluorescence; inhibition, % at 10 µM; 0.04% of 190,000 active; AID 1007
# Target sequence (Q07817 whole entry, looked up): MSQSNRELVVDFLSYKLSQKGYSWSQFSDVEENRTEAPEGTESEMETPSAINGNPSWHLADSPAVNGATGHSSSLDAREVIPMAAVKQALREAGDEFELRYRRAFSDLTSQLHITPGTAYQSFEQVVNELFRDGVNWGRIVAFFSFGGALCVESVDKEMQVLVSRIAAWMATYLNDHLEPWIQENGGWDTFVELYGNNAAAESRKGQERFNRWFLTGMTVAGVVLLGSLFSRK
# RGS4-Gao reg – human RGS4-Galphao interaction regulation; P09471; Multiplexed bead flow cytometry, RGS4-Galphao binding; actives lie on both sides; binding response (% of control), % at 10 µM; 0.33% of 220,000 active; AID 1415; in the data active = binding response below about 49% or above about 150%; inactive = in between;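 note: fluorescent Galphao activated with aluminum fluoride binding bead-coupled RGS4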
# Target sequence (P09471 whole entry, looked up): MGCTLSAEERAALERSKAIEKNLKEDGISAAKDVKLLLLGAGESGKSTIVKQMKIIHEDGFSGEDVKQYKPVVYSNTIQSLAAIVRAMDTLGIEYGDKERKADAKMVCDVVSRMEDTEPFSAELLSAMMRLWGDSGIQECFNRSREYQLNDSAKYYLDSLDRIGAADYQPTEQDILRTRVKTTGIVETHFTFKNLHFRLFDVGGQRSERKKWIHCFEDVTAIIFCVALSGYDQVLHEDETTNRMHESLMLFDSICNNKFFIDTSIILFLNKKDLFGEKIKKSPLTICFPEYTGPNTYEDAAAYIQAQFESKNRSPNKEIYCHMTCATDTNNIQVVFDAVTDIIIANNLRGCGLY
# RGS7-Gao – human RGS7-Galphao interaction regulation; P09471; Multiplexed bead flow cytometry, RGS7-Galphao binding; actives lie on both sides; binding response (% of control), % at 10 µM; 0.35% of 220,000 active; in the data active = binding response below about 49% or above about 150%; inconclusive = no clear call, values can overlap the other calls; inactive = in between;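 note: fluorescent Galphao held in activated GDP-AlF4 state binding bead-coupled RGS7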
# ABCG2 block – blocks JC-1 efflux by human ABCG2 transporter | inhibition, % at 6.6 µM | 0.1% of 190,000 active | IgMXP3 cells, flow cytometry;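 active = inhibition above 80%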;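 note: 0% = DMSO and 100% = nicardipine control wells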
#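 Test system: ABCG2 IgMXP3 and barcoded ABCB1 CCRF-Adr cell mix; Schedule: cells with compound and JC-1, 10 min at 25 °C, rotating, no wash; Technique: flow cytometry of retained JC-1 fluorescence; Measure: % inhibition of efflux relative to nicardipine and DMSO; Controls: nicardipine high and DMSO low controls.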
# Bcl-B Bim block – disrupts Bim peptide binding to human Bcl-B. 0.073% of 190,000 active. inhibition, % at 10 µM. AID 951. Q9HD36. bead-based flow cytometry;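 note: 0% = tracer peptide without compound and 100% = reference inhibitor peptide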
# Target sequence (Q9HD36 whole entry, looked up): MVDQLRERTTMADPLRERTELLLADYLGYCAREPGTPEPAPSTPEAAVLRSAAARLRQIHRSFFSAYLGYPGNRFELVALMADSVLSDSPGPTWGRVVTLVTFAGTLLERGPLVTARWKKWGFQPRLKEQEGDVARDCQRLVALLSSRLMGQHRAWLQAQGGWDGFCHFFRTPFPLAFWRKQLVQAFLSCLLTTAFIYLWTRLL
# GSH fluor – GSH bead compound fluorescence profile | GSH beads flow cytometry, compound fluorescence 488/530 nm; stronger effect = higher value | fluorescence (KMESF) at 10 µM | 0.25% of 190,000 active | AID 1776; in the data active = fluorescence above about 89;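 note: glutathione beads carrying GST-tagged Bcl family fusion proteins plus one bare bead set; values are compound well signal with DMSO vehicle wells as background; inactives centre near 16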
# Bim-Bcl-W – human Bim-Bcl-W interaction inhibition; 0.02% of 190,000 active; inhibition, % at 10 µM; bead-based flow cytometry, Bim peptide-Bcl-W binding; Q92843;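 note: 0% = bound tracer without compound and 100% = peptide blocker; higher means less fluorescent Bim peptide bound to Bcl-W beads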
# Target sequence (Q92843 whole entry, looked up): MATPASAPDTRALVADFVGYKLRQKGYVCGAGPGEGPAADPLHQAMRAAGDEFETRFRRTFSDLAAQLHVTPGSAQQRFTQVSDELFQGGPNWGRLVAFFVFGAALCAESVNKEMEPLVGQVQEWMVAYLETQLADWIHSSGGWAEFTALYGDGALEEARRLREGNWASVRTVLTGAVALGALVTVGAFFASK
# RGS8-Gao – human RGS8-Galphao interaction regulation; P09471; response (percent of control binding), % at 10 µM; 0.34% of 220,000 active; multiplexed bead flow cytometry, RGS8-Galphao binding; actives lie on both sides; in the data active = response below about 60% or above about 140%; inactive = in between;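 note: Galphao activated as the GDP aluminium fluoride complex binding bead-coupled RGS8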
# Bfl-1 Bim block – inhibitors of Bim-Bfl-1 interaction, human. Q16548. Bead-based flow cytometry, Bim-Bfl-1 binding inhibition. inhibition, % at 10 µM. 0.12% of 190,000 active. AID 1008;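 note: 0% = wells without compound plus tracer and 100% = blocker peptide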
# * hit, by the source's call; u = inconclusive; x = not tested or not shown. Cut-off read from the data, not from the text of the source, unless noted: active = inhibition above about 40%.
SMILES,ABCB1 inh,Bcl-2 Bim block,Bcl-XL Bim block,RGS4-Gao reg,RGS7-Gao,ABCG2 block,Bcl-B Bim block,GSH fluor,Bim-Bcl-W,RGS8-Gao,Bfl-1 Bim block
CCN(C(=O)CN1CCN(S(=O)(=O)c2ccccc2C(F)(F)F)CC1)c1c(N)n(Cc2ccccc2)c(=O)[nH]c1=O,0.3,0,-3,102,101,4,0,10,-2,101,-2
Cn1cc(CNCCCn2ncc3ccccc32)c(-c2ccccc2F)n1,6.4,-5,-3,102,86,9,-6,13,-5,93,-2
COc1ccccc1C(=O)N1CCN(CCc2ccccc2)CC1,1.0,-12,-8,103,103,10,-8,30,-3,101,-21
CCc1nnc(NC(=O)C2CCCCC2)s1,0.2,-9,-7,92,120,0,-19,47,-1,92,9
CN(C)S(=O)(=O)N1CCN(C(=O)c2ccccc2Cl)CC1,0.1,-7,-1,102,104,0,-4,32,4,102,-8
COC(=O)Cn1cc(C(=O)c2ccco2)c2ccccc21,0.2,0,0,98,100,0,0,29,1,97,1
COCCn1nnnc1C(c1ccccn1)N1CCN(c2cccc(C)c2C)CC1 (stereo not drawn),1.9,-3,-4,102,105,18,-6,24,-2,114,0
CCOC(=O)c1ccccc1NC(=O)CSc1nnnn1C,1.1,-1,-1,101,100,8,-3,65,-3,103,0
CCCS(=O)(=O)c1c(S(=O)(=O)CCC)c2c3ccccc3ccn2c1C(=O)OC,2.4,-5,-7,101,103,4,-13,16,-2,101,4
NS(=O)(=O)c1ccc(NC(=O)COC(=O)/C(=C/c2cccs2)c2cccs2)cc1,-0.1,-2,-4,100,u,-1,-3,17,-3,101,-6
COc1ccc(NC(=O)CCCn2c(=O)c3sccc3n(Cc3ccccc3)c2=O)cc1,0.6,1,-4,106,101,1,-5,22,-2,107,-1
Cc1ccc(C(=O)NN2C(=O)C3C(C2=O)C2C=CC3C23CC3)cc1 (stereo not drawn),0.0,-6,-3,75,73,1,-8,15,-3,99,-8
COc1ccc(NC(=O)c2cc(C3CC3)on2)c(OC)c1,0.5,-10,-8,98,99,7,-9,15,-6,101,-6
Cc1[nH]n(-c2ccccc2)c(=O)c1/C=N/O,0.2,-8,-5,96,95,2,-4,4,0,99,-9
CCOC(=O)N1CCN(CCC(=O)Nc2ccc(OC)cc2OC)CC1,0.6,-3,-5,100,113,0,-7,12,-3,99,-3
CC(C)(CO)Nc1nc(N2CCCC2)nc(N2CCCC2)n1,0.1,u,x,98,99,21,x,20,x,99,x
CCCCn1c(SCC(=O)NCc2ccco2)nc2ccccc2c1=O,2.4,-10,-7,103,104,15,-6,31,0,100,-11
CC(C)c1csc(CN2CCN(CCc3ccccc3)C(CCO)C2)n1 (stereo not drawn),0.5,-3,-2,113,109,2,-6,14,-4,108,-5
O=C(Nc1cccc(N=Cc2cc(Cl)cc(Br)c2O)c1)c1ccco1,-0.8,6,4,104,101,4,0,7,6,100,4
O=C(O)CCn1c(C(=O)O)cc2sccc21,0.8,3,5,83,82,2,-1,40,-1,81,1
c1ccc(-n2nnc(-c3cccnc3)n2)cc1,0.3,-2,-3,85,90,2,-4,21,3,107,-5
O=C(Nc1cccc2ncccc12)c1cccc(F)c1,0.2,-3,2,88,93,3,-5,7,-1,96,-11
CSc1ccccc1NC(=S)N/N=C/c1cccn1Cc1ccc(F)cc1,0.0,-6,-3,100,u,0,-7,11,-7,100,-3
Cc1ccc(-c2ccc(=O)n(CC(=O)NCCN3CCCCC3C)n2)cc1 (stereo not drawn),2.1,-11,-4,100,97,16,-8,27,1,100,-16
Brc1ccc(-c2nnc3ccc(N4CCN(c5ccccc5)CC4)nn23)cc1,1.7,1,1,106,105,7,2,10,0,107,0
O=C(CNC(=S)NC(=O)c1ccccc1Br)c1ccccc1,0.0,0,-2,98,96,0,-6,17,-4,96,-4
CC(=O)NC(CCS(C)(=O)=O)C(=O)Nc1cccc(C)c1 (stereo not drawn),0.2,-6,-4,100,98,1,-4,22,3,100,-8
Cc1ccccc1NC(=S)N1CCN(C(=O)c2ccco2)CC1,1.0,0,1,101,98,5,0,9,2,99,-4
O=C(O)CC/C(=N\NC(=O)c1ccccc1Br)c1ccccc1,0.0,0,-5,100,100,0,-10,10,-5,102,-2
COC(=O)C1=C(Nc2ccc(C)cc2)C=C(C)C(C(=O)OC)C1c1cccc(OC)c1 (stereo not drawn),0.8,0,1,95,96,6,1,20,0,81,0
Cc1cc(C=O)c(C)n1-c1ccc2c(c1)OCO2,0.7,2,0,101,102,4,-3,17,3,101,2
COc1ccccc1N1CSC2=C(C#N)C(c3ccc(SC)cc3)CC(=O)N2C1 (stereo not drawn),-1.4,1,10,97,90,-5,1,16,4,81,7
OCCN1CCOCCOCCN(CCO)CCN(CCO)CC1,-5.6,0,-1,100,101,-6,0,30,-1,102,-3
O=C(CSc1nc2ccccc2[nH]1)Nc1c(F)c(F)c(F)c(F)c1F,0.0,0,-3,103,102,3,-5,14,-2,99,0
CCOCCCn1cnc2c([nH]c3cc(OC)ccc32)c1=O,1.4,0,0,101,103,29,0,20,-1,103,-2
CCCS(=O)(=O)N1CCN(Cc2ccccc2[N+](=O)[O-])CC1,2.1,0,1,97,101,13,6,19,1,97,2
O=C(N/N=C/c1ccccc1OC(=O)c1ccc2c(c1)OCO2)c1ccccc1,0.0,0,-4,103,102,1,-6,9,-3,101,0
CC1(C)Cc2c(c(N3CCOCC3)nc3sc4c(=O)[nH]cnc4c23)CS1,0.5,-2,-2,99,98,0,-4,16,-6,100,0
CC(c1ccccc1)n1cc(C(=O)NCCN2CCOCC2)nn1 (stereo not drawn),-0.6,-5,-5,101,101,-8,-5,21,-3,102,-21
O=C(CCNS(=O)(=O)c1cccc2nsnc12)NCc1ccco1,0.4,-2,-1,104,106,0,-4,15,-2,103,-1

# Some of these compounds in order of length of the SMILES, low to high.
SMILES,ABCB1 inh,Bcl-2 Bim block,Bcl-XL Bim block,RGS4-Gao reg,RGS7-Gao,ABCG2 block,Bcl-B Bim block,GSH fluor,Bim-Bcl-W,RGS8-Gao,Bfl-1 Bim block
OCCN1CCOCCOCCN(CCO)CCN(CCO)CC1,-5.6,0,-1,100,101,-6,0,30,-1,102,-3
O=C(Nc1cccc2ncccc12)c1cccc(F)c1,0.2,-3,2,88,93,3,-5,7,-1,96,-11
O=C(CNC(=S)NC(=O)c1ccccc1Br)c1ccccc1,0.0,0,-2,98,96,0,-6,17,-4,96,-4
Brc1ccc(-c2nnc3ccc(N4CCN(c5ccccc5)CC4)nn23)cc1,1.7,1,1,106,105,7,2,10,0,107,0
CC1(C)Cc2c(c(N3CCOCC3)nc3sc4c(=O)[nH]cnc4c23)CS1,0.5,-2,-2,99,98,0,-4,16,-6,100,0

# Remaining list, next part:
SMILES,ABCB1 inh,Bcl-2 Bim block,Bcl-XL Bim block,RGS4-Gao reg,RGS7-Gao,ABCG2 block,Bcl-B Bim block,GSH fluor,Bim-Bcl-W,RGS8-Gao,Bfl-1 Bim block
CCOC(=O)c1c(NC(=O)CCc2ccc(CC)o2)sc(C)c1C,0.3,-4,-1,97,108,3,-3,16,-2,92,3
Cc1nn(Cc2ccccc2)c(N)c1-c1ccccc1,0.2,-2,-3,102,101,2,-3,43,-4,99,-6
Cc1cccc(OCC(=O)Nc2ccc(C(=O)NCC(C)C)cc2)c1,1.2,-1,-5,100,u,29,-5,17,-2,101,-5
CCOc1cc(S(=O)(=O)NCc2ccccc2)ccc1Br,-0.4,-2,0,100,98,2,-6,12,0,98,-4
Cc1nn(C)c(C)c1S(=O)(=O)N1CCC(C(=O)NC2CCCCCC2)CC1,0.3,-7,-4,99,100,0,-7,27,1,101,-12
COc1cc(/C=N/Nc2cc(C)nc(NS(=O)(=O)c3ccc(C)cc3)n2)ccc1O,0.0,1,7,102,101,-1,4,14,6,100,-1
CCOc1ccc(/C(O)=C2/C(=O)C(=O)N(CCN(C)C)C2c2ccccc2)cc1Cl (stereo not drawn),0.2,-4,-6,103,100,1,-5,13,-6,100,-8
O=C(NC(Cc1c[nH]c2ccccc12)c1nnc2n1CCCCC2)c1ccc(Cl)cc1 (stereo not drawn),0.5,-1,-2,103,102,7,-2,11,0,108,-2
Cc1ccc(S(=O)(=O)Cn2nnnc2C(C(C)C)N2CCc3ccccc3C2)cc1 (stereo not drawn),1.2,0,0,100,105,2,-2,13,1,97,-2
CCOC(=O)C1=C(CC)Nc2ccccc2N=C1NC(=O)Cn1cnc2ccccc2c1=O,0.4,-7,-5,99,97,0,-8,25,-1,98,-11
CC(=O)OCCn1c(=O)c2cc3c(=O)n(CCOC(C)=O)c(=O)c3cc2c1=O,-0.1,0,1,97,99,0,0,5,4,98,-9
Cc1ccc(C)n1-n1c(C)nc2sc3c(c2c1=O)CCCCC3,0.4,-5,-5,97,89,1,-3,33,0,100,-8
CCC(C)Nc1nc(CN2CCOCC2)nc2sc3c(c12)CCC3 (stereo not drawn),0.8,-6,-3,103,101,4,-8,24,-1,102,-13
COc1ccc(N2C(=O)C3C4C=CC(c5ccccc5)(C3C2=O)C2C(=O)N(c3ccc(OC)cc3)C(=O)C42)cc1 (stereo not drawn),1.3,-2,0,91,88,2,-1,13,-3,96,-2
O=[N+]([O-])c1cc(C(F)(F)F)ccc1NCCOc1ccccc1,1.8,0,-1,99,101,11,-2,9,-5,101,-2
CCOc1ccc(-c2nnc(N(CC)C(=O)C3CCC3)s2)cc1,3.9,-6,-1,107,105,16,-6,28,1,104,-9
CCN=C1SC(CC(=O)Nc2sc(C)c(C)c2C(=O)OC)C(=O)N1CC (stereo not drawn),2.7,-7,-9,102,101,32,-2,22,-6,102,-8
COc1cc(C(=O)NCC(c2cccnc2)N2CCN(c3ccc(F)cc3)CC2)cc(OC)c1OC (stereo not drawn),0.5,-2,-4,105,100,2,-1,12,-2,103,-4
CC1=CCC2C(=O)N(c3ccc(OC(=O)c4ccco4)cc3)C(=O)C2C1 (stereo not drawn),0.1,0,0,98,98,0,-1,17,0,105,-4
Cc1ccc(S(=O)(=O)N(C)/N=C/C=C/c2ccccc2)cc1,0.5,-5,-7,100,101,3,-8,11,-1,99,-7
O=C(NC1CCCCC1)c1cc(-c2ccccn2)nc2ccccc12,0.5,4,0,99,100,2,1,11,1,91,5
CN1/C(=C\C(=O)c2oc3ccccc3c2N)C(C)(C)c2ccccc21,2.0,-10,-6,104,100,12,-12,11,3,102,-10
COc1ccc(CNC(=O)Cn2nc(C(F)(F)F)c3c2CCC3)cc1,0.9,-10,-3,97,93,5,-4,27,-1,102,-11
COc1ccc(S(=O)(=O)N2c3cc(Cl)ccc3Oc3nc4ccccc4nc32)cc1,0.8,-4,-4,105,106,-8,-1,17,-3,106,-1
c1coc(-c2nc3nc4ccccc4n3nc2-c2ccco2)c1,-0.3,-2,3,100,99,8,-4,40,4,98,-4
O=C(CCC1CCCN(C(=O)c2cccs2)C1)N1CCN(c2ccccn2)CC1 (stereo not drawn),0.5,0,0,88,92,4,3,11,-1,80,5
CC1CC(C)CN(c2ccc(C(=O)NCc3ccc4c(c3)OCO4)cc2[N+](=O)[O-])C1 (stereo not drawn),0.1,0,-6,122,125,1,-9,9,-4,115,-1

# Compound activity as filed in PubChem.
